# NFkB transloc inh – inhibitors of IL-1B driven NFkB p65 nuclear import, primary screen, imaging, HUVEC, IL-1B stimulus, high-content imaging; HUVEC IL-1B NFkB p65 nuclear translocation imaging; inhibition, % at 2 µM; 94,000 compounds, 0.43% hits;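 active means inhibition above about 30% together with a positive call from visual inspection of the well image, limit read from the data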;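 further: nuclear over cytoplasmic p65 intensity ratio measured by imaging; 0% = IL-1B stimulated DMSO wells and 100% = unstimulated DMSO wells; values of inactives mirror those of a sister screen read the other way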
# NFkB transloc pot – enhancers of NFkB p65 translocation in HUVEC – imaging, IL-1B stimulus, high-content imaging, primary screen; 94,000 compounds, 0.3% hits; HUVEC IL-1B NFkB p65 nuclear translocation imaging; activation, % at 2 µM;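 active means activation above 40%, about the mean plus 3 SD, also judged a hit on visual image review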;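 further: percent activation is computed from the nuclear over cytoplasmic p65 intensity ratio; values of inactives mirror those of a sister screen read the other way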
# Bcl-B TR3 displacers – displacers of TR3 peptide from Bcl-B, primary screen, selectivity assay for Bfl-1 inhibitor project, biochemical, fluorescence polarization. FP displacement of FITC-TR3 peptide from Bcl-B; higher % means a stronger effect. one-dose displacement, % at 20 µM; IC50 in µM for titrated hits. Bcl-2-like protein 10 (Homo sapiens). 96,000 compounds, 0.11% hits;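 active means displacement above 50% at 20 µM plus a fluorescence interference ratio under 1.5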;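 further: plate controls were wells without compound for no effect and wells lacking Bcl-B protein for full effect; a part of the inactive calls stands beside numbers as strong as those of hits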
# MRP resist rev – reversal of MRP1-mediated doxorubicin resistance, primary screen, H69AR cells, doxorubicin co-treatment; H69AR cells + 2 uM doxorubicin, CellTiter-Glo, 72 h; AID 602, 2007; differential viability (reversal), % at 10 µM; 85,000 compounds, 0.04% hits;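 active means viability drop by adding the cancer drug above about 55%, with treated viability meeting a 40% cutoff, limit read from the data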;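 further: viability without doxorubicin minus viability with 2 µM doxorubicin for each compound; larger differential means the compound sensitizes cells more to doxorubicin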
# PLAP inhibition – PLAP enzyme inhibitors, biochemical, luminescence, HTS (AID 690). 96,000 compounds, 0.08% hits. purified PLAP, luminescent substrate; higher % means a stronger effect. Alkaline phosphatase, placental type (Homo sapiens). inhibition, % at 20 µM; hits with a dose series show IC50 in µM; in the data active means a potency from the dose series; inactive means the rest, 99 in 100 with inhibition below about 30%; further: strong numbers were not always called active
# MRP resist rev cytotoxicity – recorded beside MRP resist rev, whose call it bears; viability, %; H69AR cells, CellTiter-Glo, 72 h; measured here: cytotoxicity without doxorubicin
# MRP resist rev with doxorubicin – second read-out of MRP resist rev, no call of its own (marks repeat the call); viability, %; measured here: viability with 2 uM doxorubicin; stronger effect = lower value
# NFkB transloc inh cell count 2 µM – also measured in NFkB transloc inh; calls as there; cell count; measured here: cells passing quality filter;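 raw number of nuclei counted in each imaged well without normalization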
# NFkB transloc pot cell count 2 µM – second read-out of NFkB transloc pot, no call of its own (marks repeat the call); cell count; measured here: cells passing quality filter
# Starred values were filed as active, the others as inactive; x = no result given.
SMILES,NFkB transloc inh,NFkB transloc inh cell count 2 µM,NFkB transloc pot,NFkB transloc pot cell count 2 µM,Bcl-B TR3 displacers,MRP resist rev,MRP resist rev cytotoxicity,MRP resist rev with doxorubicin,PLAP inhibition
CC1CCc2nc3ccc(S(=O)(=O)N4CCC(C(=O)N5CCCCC5)CC4)cc3c(C(=O)O)c2C1 (stereo not drawn),-9,187,9,187,-8%,-4,87,91,-31%
C#CCSc1nncn1C(=O)/C=C/c1ccccc1,-4,156,4,156,-2%,x,x,x,-13%
Cc1cccc(NC(=O)c2cnc3ccccn3c2=O)c1,x,x,x,x,0%,4,89,85,-10%
CCCc1c(C)c2cccc(C)c2[nH]c1=O,-7,171,7,171,-1%,11,102,91,17%
O=C(Nc1ccc(N2C(=O)C3C4C=CC(C4)C3C2=O)cc1)Nc1nnc(C(F)(F)F)s1 (stereo not drawn),-21,166,21,166,5%,x,x,x,-10%
COc1cccc(C(=O)Cn2c(=N)n(C)c3ccccc32)c1,x,x,x,x,2%,5,73,68,-35%
COc1cccc(S(=O)(=O)Nc2ccc(C(=O)NCc3ccco3)cc2)c1,1,131,-1,131,-6%,8,92,83,-40%
CCc1c(C)nc2ncnn2c1NCCc1ccccc1,-10,177,10,177,16%,1,66,65,12%
COc1ccc(/C(O)=C(\C#N)c2nc3ccccc3n2C)cc1OC,-8,163,8,163,12%,x,x,x,-14%
O=C(NCCSc1c[nH]c2ccccc12)c1ccc(Br)o1,5,70,-5,70,-4%,-17,57,74,-25%
Cc1ccc(S(=O)(=O)N2CCC(C(=O)N3CCC(C(=O)NCC4CCCO4)CC3)CC2)cc1 (stereo not drawn),-9,142,9,142,-5%,8,81,73,-37%
CC(=O)Nc1cccc(NC(=O)CCn2c(=O)sc3ccccc32)c1,-8,125,8,125,-2%,x,x,x,2%
Cc1cccc(-n2c(Cc3cc(=O)[nH]c(=O)[nH]3)nnc2SCC(=O)NCc2ccco2)c1,-9,144,9,144,x,-4,87,90,x
O=C(CCc1ccc(S(=O)(=O)NCCc2ccccc2)cc1)N1CCN(Cc2ccc3c(c2)OCO3)CC1,11,146,-11,146,2%,-6,83,90,-40%
CCc1cc2c(=O)c(-c3nc4ccccc4n3C)c(C)oc2c(CN2CCN(CCO)CC2)c1O,10,172,-10,172,-8%,x,x,x,-8%
CCCCn1nc2cc(C(=O)NC3CCCc4ccccc43)ccc2c1OCC (stereo not drawn),2,125,-2,125,0%,x,x,x,-28%
CCCCOc1c(Cl)cc(CNC(C)(C)CO)cc1OCC,-10,124,10,124,-6%,3,76,73,-59%
CN(Cc1ccccc1)C(=O)c1cc(-c2ccc(Br)cc2)on1,-2,167,2,167,x,11,95,84,x
Cc1ccc(N(CC(=O)NCc2ccncc2)S(C)(=O)=O)cc1,-12,167,12,167,x,17,87,70,x
COCCOC(=O)C1=C(C)Nc2ncnn2C1c1ccccc1 (stereo not drawn),-9,140,9,140,-4%,x,x,x,-25%
Cc1oc(-c2ccc(Cl)cc2)nc1CN1CCCC(C(=O)NCc2cccnc2)C1 (stereo not drawn),11,123,-11,123,-10%,-1,79,80,-44%
COc1ccc(N2CCN(CC(=O)Nc3nc4c(s3)CC(C)CC4)CC2)cc1 (stereo not drawn),0,117,0,117,-22%,10,88,78,-190%
CCn1c(SCC(=O)Nc2nccs2)nnc1-c1ccncc1,-23,63,23,63,-2%,-12,93,105,8%
c1ccc2[nH]c(CN3CCOCC3)nc2c1,2,165,-2,165,-8%,-4,96,100,9%
O=C(Nc1ccc(F)c(F)c1)c1cnc(-c2ccccc2)nc1-c1ccccc1,x,x,x,x,7%,x,x,x,-16%
Cc1nc2sc(C(c3cccs3)N3CCN(c4ccccc4)CC3)c(O)n2n1 (stereo not drawn),x,x,x,x,-2%,17,98,81,-26%
CCn1c(=O)c(C(=O)NCCN2CCCCC2)c(O)c2ccccc21,-6,96,6,96,0%,-4,69,73,-50%
Nc1ccc2oc(-c3ccc4nc[nH]c4c3)nc2c1,-6,83,5,83,x,-11,75,85,x
O=C(COC(=O)c1ccc(S(=O)(=O)NCc2ccco2)cc1)Nc1ccc(OC(F)F)cc1,-6,166,6,166,-4%,x,x,x,15%
Cn1c(=O)c2c(ncn2CC(=O)NC(C)(C)C)n(C)c1=O,4,109,-4,109,-1%,-5,95,100,-1%
Cc1ccc2nc3c(cc(C(N)=S)c(=N)n3CCCOC(C)C)c(=O)n2c1,3,71,-3,71,33%,-25,41,66,-19%
CCCCOn1c(C)c(C(=O)OCC)c2c3nonc3ccc21,-2,125,2,125,x,-11,60,72,x
COC(=O)c1c(C(=O)OC)c(-c2ccccc2)n2c1CS(=O)C2 (stereo not drawn),x,x,x,x,10%,9,96,87,0%
Cc1ccc(C(=O)NCCNc2ccc(Cl)cc2[N+](=O)[O-])o1,-13,147,13,147,-2%,x,x,x,4%
COc1nc(NCCc2ccc(OC)c(OC)c2)nc(NC(C)(C)CO)n1,-17,144,17,144,x,5,96,91,x
CC1CCN(Cc2ccc(-c3nn[nH]n3)cc2)CC1,-21,148,21,148,-1%,-5,94,98,-14%

# A draw from above in order of heavy-atom count, rising:
SMILES,NFkB transloc inh,NFkB transloc inh cell count 2 µM,NFkB transloc pot,NFkB transloc pot cell count 2 µM,Bcl-B TR3 displacers,MRP resist rev,MRP resist rev cytotoxicity,MRP resist rev with doxorubicin,PLAP inhibition
CC1CCN(Cc2ccc(-c3nn[nH]n3)cc2)CC1,-21,148,21,148,-1%,-5,94,98,-14%
COC(=O)c1c(C(=O)OC)c(-c2ccccc2)n2c1CS(=O)C2 (stereo not drawn),x,x,x,x,10%,9,96,87,0%
Cc1ccc2nc3c(cc(C(N)=S)c(=N)n3CCCOC(C)C)c(=O)n2c1,3,71,-3,71,33%,-25,41,66,-19%
Cc1nc2sc(C(c3cccs3)N3CCN(c4ccccc4)CC3)c(O)n2n1 (stereo not drawn),x,x,x,x,-2%,17,98,81,-26%

# Carrying on.
SMILES,NFkB transloc inh,NFkB transloc inh cell count 2 µM,NFkB transloc pot,NFkB transloc pot cell count 2 µM,Bcl-B TR3 displacers,MRP resist rev,MRP resist rev cytotoxicity,MRP resist rev with doxorubicin,PLAP inhibition
Cc1cc2oc(=O)cc(CN3CCOCC3)c2cc1C,2,201,-2,201,-8%,16,79,63,25%
O=C1OC(Nc2nc3ccccc3s2)c2ccccc21 (stereo not drawn),-2,116,2,116,4%,-4,94,97,-1%
CC(=O)Nc1ccc(S(=O)(=O)NCC2CCC(C(=O)NCCCN3CCCC3=O)CC2)cc1 (stereo not drawn),x,x,x,x,-4%,4,90,85,7%
COc1ccc2nc(NC(=O)CSc3nc(C)cc(=O)[nH]3)sc2c1,6,171,-6,171,-11%,x,x,x,-28%
COc1ccc2[nH]c(=O)c(CN(Cc3ccco3)C(c3nnnn3Cc3ccccc3)C(C)C)cc2c1 (stereo not drawn),1,164,-1,164,0%,16,47,32,-57%
CCCn1nnnc1SCC(=O)c1ccc2c(c1)OCCO2,-11,112,11,112,-5%,-5,88,93,25%
COc1ccc2c(c1)CCc1c(C(=O)Nc3ccc(OC)c(OC)c3)noc1-2,6,94,-6,94,1%,-6,95,100,-6%
COc1cc(C(=O)OCC(=O)N2CCCC2)cc(OC)c1OC,-8,99,8,99,6%,10,96,87,18%
CC(C)(C)c1ccc(C(=O)C=[N+]=[N-])cc1,x,x,x,x,-6%,-17,106,123,-8%
CN=C1SC(CC(=O)NCCc2ccc(OC)c(OC)c2)C(=O)N1C (stereo not drawn),6,114,-6,114,0%,-4,86,90,18%
O=C(CC1Nc2ccccc2NC1=O)NCCc1ccccc1 (stereo not drawn),9,168,-9,168,1%,-10,93,103,-18%
CCOc1ccc(Nc2cc(C)nc(N3CCOCC3)n2)cc1,10,76,-10,76,-4%,7,95,88,16%

# 2 of the compounds above, with values under each structure:
# Results follow in this order: NFkB transloc inh | NFkB transloc inh cell count 2 µM | NFkB transloc pot | NFkB transloc pot cell count 2 µM | Bcl-B TR3 displacers | MRP resist rev | MRP resist rev cytotoxicity | MRP resist rev with doxorubicin | PLAP inhibition
> Cc1ccc(C(=O)NCCNc2ccc(Cl)cc2[N+](=O)[O-])o1
    -13 | 147 | 13 | 147 | -2% | x | x | x | 4%
> COc1nc(NCCc2ccc(OC)c(OC)c2)nc(NC(C)(C)CO)n1
    -17 | 144 | 17 | 144 | x | 5 | 96 | 91 | x

# Complete entries from above:
# Shown for O=C1OC(Nc2nc3ccccc3s2)c2ccccc21 (stereo not drawn) : NFkB transloc inh = -2; NFkB transloc inh cell count 2 µM = 116; NFkB transloc pot = 2; NFkB transloc pot cell count 2 µM = 116; Bcl-B TR3 displacers = 4%; MRP resist rev = -4; MRP resist rev cytotoxicity = 94; MRP resist rev with doxorubicin = 97; PLAP inhibition = -1%
# Shown for Cc1cc2oc(=O)cc(CN3CCOCC3)c2cc1C : NFkB transloc inh = 2; NFkB transloc inh cell count 2 µM = 201; NFkB transloc pot = -2; NFkB transloc pot cell count 2 µM = 201; Bcl-B TR3 displacers = -8%; MRP resist rev = 16; MRP resist rev cytotoxicity = 79; MRP resist rev with doxorubicin = 63; PLAP inhibition = 25%
# Shown for O=C(CC1Nc2ccccc2NC1=O)NCCc1ccccc1 (stereo not drawn) : NFkB transloc inh = 9; NFkB transloc inh cell count 2 µM = 168; NFkB transloc pot = -9; NFkB transloc pot cell count 2 µM = 168; Bcl-B TR3 displacers = 1%; MRP resist rev = -10; MRP resist rev cytotoxicity = 93; MRP resist rev with doxorubicin = 103; PLAP inhibition = -18%

# (more compounds)
SMILES,NFkB transloc inh,NFkB transloc inh cell count 2 µM,NFkB transloc pot,NFkB transloc pot cell count 2 µM,Bcl-B TR3 displacers,MRP resist rev,MRP resist rev cytotoxicity,MRP resist rev with doxorubicin,PLAP inhibition
Cc1cc(C)c2c(c1)OC(O)(C(F)F)CC2=O (stereo not drawn),13,135,-13,135,2%,-5,92,98,-12%
CCCCCn1nc(-c2ccccc2)c2nc3ccccc3nc21,15,162,-15,162,95%,32,100,68,-9%
O=c1cc(-c2ccccc2)c2c([nH]1)CCCC2,-14,133,14,133,8%,24,112,88,x
O=C1CSC(c2ccncc2)N1Cc1ccco1 (stereo not drawn),0,160,1,160,5%,-8,82,91,4%
COc1cccc(CN(CC(=O)NC2CCCC2)C(=O)CCC(=O)Nc2cc(C)on2)c1,8,167,-8,167,0%,x,x,x,5%
CN(c1cccc(Cl)c1)S(=O)(=O)c1cccc(C(=O)NC2=NCCS2)c1,8,145,-8,145,-8%,-38,40,78,3%
O=C(O)c1ccccc1S(=O)(=O)Cc1ccccc1,x,x,x,x,2%,-2,93,95,1%
Cc1cccc(C)c1NC(=O)CSc1nnnn1C,-1,99,1,99,-2%,-16,89,105,-36%
CS(=O)(=O)NCCCNc1c(Cl)cccc1[N+](=O)[O-],2,126,-2,126,12%,3,81,78,18%
COc1ccc(NC(=O)CCN2CCCC(C)C2)cc1 (stereo not drawn),10,113,-10,113,x,-15,86,101,x
CNC(=O)c1ccc(OC2CSC2)cc1,-5,76,5,76,-4%,0,103,103,1%
COc1ccc2[nH]cc(C(=O)CN3CCCC(C)C3)c2c1 (stereo not drawn),-34,188,34,188,-16%,6,94,88,-9%
CC(=O)NCCC(=O)Nc1sc2c(c1-c1nc3ccccc3[nH]1)CCCC2,-27,135,27,135,-24%,-13,36,49,-60%
Cn1cccc1C(=O)NC(=O)COC(=O)C12CC3CC(CC(O)(C3)C1)C2,2,202,-2,202,0%,10,101,91,-33%
Cc1c(Cl)cccc1NC(=O)CCCN1C(=O)CCC1=O,-15,101,15,101,-8%,-9,78,86,0%
C#CC(=O)N(c1ccc(OC)c(OC)c1)C(C(=O)NC1CCCC1)c1cccs1 (stereo not drawn),6,114,-6,114,3%,x,x,x,-31%
CC(NC(=O)c1ccco1)C1COc2ccccc2O1 (stereo not drawn),-11,170,11,170,27%,6,109,103,5%

# The list is partial; count on the stated rates, not on these rows.
